ELG1 DNA repair: blocks ELG1-dependent DNA repair in HEK293T cells. Potency, µM (highest dose often 46.1 µM), for inactives: top-dose activity change, negative = inhibition, usual class: inhibitors. AID 504467. 330,000 compounds, 2.3% hits. HEK293T ELG1-luciferase reporter, luminescence, 16 h; DNA damage induced by 5-fluorouridine; note: potency is the fitted concentration of half-maximal effect; % is set by controls: 0 for no effect and ±100 for the full control effect; nearly all actives have a fitted effect of over 55% in size
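Overnight (16 hr) co-exposure of 2,000 cells/well to 5-fluorouridine and compound at 37 °C preceded detection. Luciferase was quantified via ONE-Glo luminescence; loss of signal denotes inhibition.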
TCR activator: activates T cell receptor signaling. primary human leukocytes, anti-CD3, IL-2 HTRF, 48 h. Potency, µM (highest dose often 9.22 µM), for inactives: at the highest dose activation of IL-2 secretion, hits mostly activators. 330,000 tested, under 10 active. AID 504894; note: % of control where 0% means no effect
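TCR engagement came from a-CD3 beads alone, with compounds added to primary human leukocytes for 48 hr. Secreted IL-2 bridged europium cryptate- and d2-labelled anti-IL-2 antibodies, giving FRET emission at 665nm after 320nm excitation.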
Eya2 inh: blocks the phosphatase activity of human Eya2; O00167; recombinant Eya2, OMFP fluorescence dephosphorylation (OMFP is methylfluorescein phosphate); Potency, µM (titrated, usually from 76.9 µM), inactives show at the highest dose activity, negative = inhibition, hits mostly inhibitors; 330,000 compounds, 0.006% hits; note: potency is the fitted concentration of half-maximal effect; % is set by controls: 0 for no effect and ±100 for the full control effect
Target sequence (O00167 whole entry, looked up): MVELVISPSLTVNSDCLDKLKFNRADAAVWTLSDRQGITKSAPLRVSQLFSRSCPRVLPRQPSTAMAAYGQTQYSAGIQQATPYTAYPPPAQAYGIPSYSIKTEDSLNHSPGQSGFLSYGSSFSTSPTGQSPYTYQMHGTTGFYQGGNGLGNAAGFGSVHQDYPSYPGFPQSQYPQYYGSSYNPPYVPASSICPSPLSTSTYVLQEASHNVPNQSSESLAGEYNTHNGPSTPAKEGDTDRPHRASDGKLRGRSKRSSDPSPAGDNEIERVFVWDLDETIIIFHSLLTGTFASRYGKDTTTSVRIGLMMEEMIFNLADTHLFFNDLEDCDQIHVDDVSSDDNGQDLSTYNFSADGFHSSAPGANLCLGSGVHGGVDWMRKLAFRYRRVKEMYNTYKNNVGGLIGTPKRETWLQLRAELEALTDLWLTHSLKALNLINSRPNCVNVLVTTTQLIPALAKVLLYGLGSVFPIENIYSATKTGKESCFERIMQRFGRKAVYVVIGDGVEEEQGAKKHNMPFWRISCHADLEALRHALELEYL
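Eya2 protein (added as 0.2 uM solution) was preincubated with compound for 10 min at ambient temperature in 50 mM HEPES pH 7.5, 50 mM NaCl, 5 uM MgCl2, 0.05% BSA, 1 mM DTT. OMFP (added at 50 uM) then reacted 10 min; fluorescence read at 485/525 nm.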
KCNH2 WT inh: blocks the wildtype human KCNH2 potassium channel. U2OS, BacMam KCNH2, thallium flux FluxOr; hits give low values. AID 720551. activity change, % at 1.84 µM. 340,000 compounds, 0.37% hits;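 active = maximum activity change below -70%; inconclusive = maximum activity change between -70% and -50%; inactive = maximum activity change above -50%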; note: % is set by controls: 0 for no effect and ±100 for the full control effect
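U2OS cells transduced with wild-type KCNH2 virus are loaded with FluxOr dye for 45 min, and thallium flux is measured in kinetic reads before and after stimulation buffer. Rate constants are normalized to DMSO controls.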
Mito fusion yeast: mitochondrial division inhibition or fusion activation. 320,000 compounds, 0.23% hits. Potency, µM (series often up to 46.1 µM), without a hit: at the highest dose growth rescue (activation), actives largely listed as activators. S. cerevisiae fusion-defective mutant growth rescue, CellTiterGlo 48 h;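 note: potency is the fitted concentration of half-maximal effect; % of control where 0% means no effect; nearly all actives have a fitted effect of over 45% in size; temperature-sensitive fusion mutants such as fzo1-1 at 37 °C on non-fermentable ethanol glycerol medium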
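Growth-rescue viability read-out: after 48 h at the non-permissive 37C in glycerol/ethanol YPEG, yeast mitochondrial fusion mutants are measured by CellTiterGlo luminescence; compounds (23 nl pinned per well) restoring growth score as division inhibitors or fusion activators.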
AT treatment: potential ataxia-telangiectasia treatments restoring KAP-1 phosphorylation; 320,000 compounds, 0.19% hits; […] A-T fibroblasts, KAP-1 phosphorylation AlphaLISA; neocarzinostatin DNA damage 30 min before lysis; Potency, µM (top dose mostly 57.5 µM), for the others: top-dose activation, hits mostly activators; note: potency is the fitted concentration of half-maximal effect; % of control where 0% means no effect; nearly all actives have a fitted effect of over 45% in size
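hTERT-immortalized A-T patient fibroblasts ([…]), 500 cells/well in OPTI-MEM, 1% FBS, got compounds for 60 min, then NCS for 30 min at 37C. Lysates were then assayed for phospho-KAP-1 by AlphaLISA (anti-pKAP1 donor, anti-KAP1 acceptor beads), 6 hr at 25C.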
USP2a block: inhibitors of human ubiquitin-specific protease USP2a | USP2 core, Ub-CHOP2 coupled fluorogenic reporter, 485/531 | Potency, µM (doses to about 38.3 µM), for the others: at the highest dose activity change, negative = inhibition, most hits filed as inhibitors | 330,000 compounds, 0.01% hits | AID 463254;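 note: potency is the fitted concentration of half-maximal effect; plate controls were DMSO wells for no effect and full inhibition by NEM control for full effect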
Target sequence (O75604 whole entry, looked up): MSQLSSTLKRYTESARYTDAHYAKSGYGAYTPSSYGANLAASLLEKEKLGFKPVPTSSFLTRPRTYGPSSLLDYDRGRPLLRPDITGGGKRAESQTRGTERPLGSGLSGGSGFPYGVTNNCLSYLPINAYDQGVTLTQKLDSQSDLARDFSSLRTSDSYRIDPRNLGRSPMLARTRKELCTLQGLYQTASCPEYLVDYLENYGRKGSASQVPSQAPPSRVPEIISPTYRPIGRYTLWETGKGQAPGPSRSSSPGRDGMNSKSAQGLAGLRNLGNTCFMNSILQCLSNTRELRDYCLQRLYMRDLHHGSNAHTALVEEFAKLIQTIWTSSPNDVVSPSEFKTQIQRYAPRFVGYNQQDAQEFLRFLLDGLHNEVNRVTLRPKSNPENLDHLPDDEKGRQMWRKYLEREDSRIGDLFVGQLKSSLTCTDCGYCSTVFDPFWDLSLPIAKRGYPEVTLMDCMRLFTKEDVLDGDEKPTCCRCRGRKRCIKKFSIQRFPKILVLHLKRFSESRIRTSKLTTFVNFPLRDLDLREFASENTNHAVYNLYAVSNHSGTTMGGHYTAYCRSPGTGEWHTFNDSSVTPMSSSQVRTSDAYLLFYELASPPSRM
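USP2 core (10nM final) preincubated 30min RT with compound in 20mM Tris-HCl pH 8.0, 2mM CaCl2, 2mM beta-mercaptoethanol, 0.05% CHAPS; 25nM Ub-CHOP2 plus 25nM reporter substrate added, fluorescence (Ex485/Em531) read after 60min.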
KCNH2 3.1 inh: blocks the human KCNH2 3.1 channel isoform; U2OS KCNH2 3.1, thallium flux FluxOr; hits give low values; activity change, % (tested at about 1.8 µM); 340,000 compounds, 0.95% hits; AID 720553;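 active = maximum activity change below -70%; inconclusive = maximum activity change from -70% to -50%; inactive = maximum activity change above -50%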;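 note: thallium influx rate constant from kinetic fluorescence after stimulation buffer; % is set by controls: 0 for no effect and ±100 for the full control effect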
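U2OS cells transduced with KCNH2 3.1 mutant virus (1.77 x 10^8 /mL, 4 h), plated overnight at 37 C, loaded 45 min with FluxOr dye plus Red40 quencher. Thallium flux rate constant from kinetic reads after stimulation buffer, normalised to controls.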
TRPV1 ag: human TRPV1 agonism; 320,000 compounds, 0.19% hits; activation, % at 8.33 µM; Q8NER1; AID 540275; TRPV1-expressing cells, Fluo-8 calcium influx, agonist mode; in the data active = activation above about 80%; inconclusive = between about 30% and that limit; note: 0% is about no effect
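Fluo-8 calcium influx in TRPV1-expressing cells, kinetic read (ex 480/em 520 nm). Compound added and read 3 min for agonist activity, followed by capsaicin at EC20 final and 2 min further read for enhancement.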
TSHR antagonist: antagonists of human thyroid stimulating hormone receptor | activity change, negative = inhibition, % at 11.5 µM | TSHR-expressing cells, TSH-stimulated cAMP HTRF, 2 h; hits give low values | 330,000 compounds, 0.2% hits | P16473;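 active = activity change below a set negative limit, meaning inhibition stronger than a set level, cut at about -70% in these data; inconclusive = activity change between two set negative limits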; note: % is set by controls: 0 for no effect and ±100 for the full control effect
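TSHR-expressing cells were treated with compounds, then stimulated with TSH at EC80 (4nM final) for 2 hours at 37 deg C. Cellular cAMP was measured by HTRF competition between lysate cAMP and cAMP-d2 for a cryptate-labelled anti-cAMP antibody.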
The depositor's hits bear a star; i = inactive; ? = inconclusive; · = not tested or not shown; [ ] = dose if it differs, or a comment. Unless noted, calls come from the whole dose curve; as a rule, active = well fitted curve in the direction sought with a large enough effect; inconclusive = small, poorly fitted or top-dose-only effect, or another doubt; inactive = no such curve, though single readings can be large; an effect the other way counts as inactive or inconclusive.

SMILES	ELG1 DNA repair	TCR activator	Eya2 inh	KCNH2 WT inh	Mito fusion yeast	AT treatment	USP2a block	KCNH2 3.1 inh	TRPV1 ag	TSHR antagonist
COc1cc(NC(=O)c2ccc(NC3=NC4CS(=O)(=O)CC4S3)cc2)cc(OC)c1OC (configuration not stated)	-1%	-1%	7%	9	1%	1%	1%	-5	0	8
Cn1c(=O)c2ccccc2n2c(CCl)nnc12	-3%	-2%	4%	2	-17%	-7%	1%	-8	0	-3
COc1ccccc1NC(=O)CS(=O)(=O)c1cn(CC(=O)N2CCCC2)c2ccccc12	-1%	0%	4%	2	3%	8%	5%	·	-2	-19
O=C(c1cc2ccccc2o1)N1CCN(S(=O)(=O)c2ccccc2)CC1	-25%	2%	8%	2	-15%	4%	1%	-7	?	-5
CCOc1ccc(NC(=O)CCC(=O)N/N=C/c2ccc([N+](=O)[O-])s2)cc1	-21%	-1%[46.1 µM]	-13%	-2	1%	-1%	3%	-1	4	3
CC(C)CC(=O)NNC(=S)NCc1ccco1	-1%	-5%	-7%	-21	-1%	-2%	1%	-5	3	12
O=C1N2CCSC2=NC1(Nc1nccs1)C(F)(F)F (configuration not stated)	15%	·	4%	-6	-3%	-3%	1%	1	-6	2
COCCNC(=O)CN(c1ccccc1OC)S(C)(=O)=O	3%	-2%	17%	0	1%	8%	-1%	-2	7	5
CN1CCN(C(=O)CC2C(=O)NCCN2Cc2ccc(-c3ccccc3)cc2)CC1 (configuration not stated)	-2%	·	5%	-6	-1%	4%	0%	-7	0	-6
O=C1C(Cl)=C(N2CCN(Cc3ccccc3)CC2)C(=O)N1Cc1ccccc1	?	-5%	1%	-26	-4%	-1%	3%	0	27	-3
COc1cc(SC)ccc1C(=O)OC(C)C(=O)Nc1ccc(NC(C)=O)cc1 (configuration not stated)	-21%	10%	-1%	1	-3%	2%	0%	11	1	5
Cc1nnsc1C(=O)NC1CCCCC1	-8%	-1%	12%	-1	-2%	4%	0%	1	0	4
COC(=O)c1c(C)[nH]c(O)c1C=Nc1ccc(Oc2ccccc2)cc1	?	0%	17%	-3	-1%	3%	1%	-11	2	-3
Cc1cc(C(=O)OCC(=O)N(C)c2ccccc2)c2ccccc2n1	?	8%	-22%	6	·	2%	1%	-26	·	-13
CC(c1ccco1)N(C(=O)c1ccc(C(F)(F)F)cc1)c1ccccn1 (configuration not stated)	-7%	0%	15%	9	-4%	-4%	1%	1	-2	25
COc1cc(-n2nnnc2SC)c(OC)cc1Cl	-4%	-4%	-9%	0	3%	1%	-1%	-29	2	-7
Cc1ccc(C2/C(=C(/O)c3ccccc3)C(=O)C(=O)N2CCN2CCOCC2)o1 (configuration not stated)	9%	4%	8%	13	2%	-5%	2%	17	0	-1
CC(O)C(=O)N/N=C/c1cccc(Cl)c1Cl (configuration not stated)	?	·	-21%	-1	-12%	-1%	3%	7	3	-1
Cc1cc(C)nc(Nc2nc3ccccc3s2)n1	?	-2%	2%	0	-2%	-11%	2%	-29	3	-5
Cc1nn(-c2ccccc2)c(C)c1C(=O)N1CCN(S(=O)(=O)c2ccccc2)CC1	-6%	3%	9%	8	2%	5%	0%	17	1	31

The closing 2 compounds of the section above open the next one:
SMILES	ELG1 DNA repair	TCR activator	Eya2 inh	KCNH2 WT inh	Mito fusion yeast	AT treatment	USP2a block	KCNH2 3.1 inh	TRPV1 ag	TSHR antagonist
Cc1cc(C)nc(Nc2nc3ccccc3s2)n1	?	-2%	2%	0	-2%	-11%	2%	-29	3	-5
Cc1nn(-c2ccccc2)c(C)c1C(=O)N1CCN(S(=O)(=O)c2ccccc2)CC1	-6%	3%	9%	8	2%	5%	0%	17	1	31
CN(Cc1nc2ccccc2c(=O)[nH]1)C(=O)c1cc(C2CC2)nn1-c1ccccc1	?	-4%	-13%	6	3%	-5%	-2%	-16	4	1
CCOC(=O)c1ccc2nc(C)c(C)nc2c1	?	-11%	4%	-12	0%	23%	-1%	4	-1	2
Cc1cc(C)cc(Nc2ccc(C(=O)O)cc2[N+](=O)[O-])c1	-6%	-5%	7%	-1	?	-2%	-1%	7	-2	-22
COc1ccc2nc(NC(=O)CSc3nc4ccccc4o3)sc2c1	?	1%	4%	8	0%	9%	0%	11	-2	6
CCOc1ccc(CN2CCN(CCCc3ccccc3)CC2CCO)cc1 (configuration not stated)	-29%	-2%	-2%	-82*	-3%	2%	-3%	-8	2	10
CCOC(=O)c1c(C)[nH]c(C)c1S(=O)(=O)N1CCCCC1	16%	0%	8%	-5	-1%	0%	1%	8	1	3
Cc1cccc(N2CCN(C(=O)Cn3cccc3C(=O)c3ccccc3)CC2)c1C	-26%	-6%	-16%	3	15%	·	1%	-15	18	-17
O=C(NCCCN1CCCC1=O)c1ccc([N+](=O)[O-])s1	-16%	4%	-21%	10	1%	23%	1%	0	2	·
COc1cccc(-c2n[nH]c3c2CCC3)c1	6%	-3%	-8%	i	16%	-5%	0%	-4	1	-3
O=C(COc1cccc2cccnc12)Nc1nccs1	?	0%	-4%	-3	-2%	3%	0%	4	-2	48
Cc1ccccc1NC(=O)Cn1c(C)nc2ccc(NC(=O)C3CC3)cc2c1=O	4%	7%	-3%	-14	0%	6%	1%	-2	-3	7
COc1ccc(Cn2c(=O)[nH]c3cc(C(=O)N4CCN(c5ccccn5)CC4)ccc3c2=O)cc1	?	-5%	-22%	-13	-1%	-2%	9%	-8	0	12
O=C(NCCc1ccccc1Cl)C1CCC(=O)N(CCCc2ccccc2)C1 (configuration not stated)	0%	4%	0%	0	2%	4%	-1%	1	3	3
CC(Nc1ccc(Cl)cc1)C(=O)NN (configuration not stated)	3%	4%	0%	4	0%	-19%	0%	3	13	1
C[C@H]1CN([C@@H](C)CO)C(=O)Cc2cc(NS(=O)(=O)c3cn(C)cn3)ccc2O[C@@H]1CN(C)C(=O)Nc1ccc(F)cc1	20%	9%	6%	5	·	-5%	2%	8	·	-3
O=C(Cc1ccc(-n2c(=O)[nH]c3ccccc3c2=O)cc1)N1CCN(c2cccc(Cl)c2)CC1	?	-10%	-6%	10	1%	2%	1%	-12	-2	-19
CCC(c1nnnn1CCOC)N(Cc1ccc(C)cc1)Cc1cc2cc(OC)ccc2[nH]c1=O (configuration not stated)	?	5%	-5%	-10	0%	16%	-1%	2	1	22
CCN(CC)S(=O)(=O)c1cc(NC(=O)CN2CCN(c3ccccn3)CC2)ccc1C	?	-6%	-6%	-3	16%	9%	-2%	6	-1	-3
Nc1ccc(NC(=O)c2cccc(C(=O)Nc3ccc(N)cc3Cl)c2)c(Cl)c1	-20%	-1%	-3%	-6	7%	13%	2%	7	-6	-10
Cc1ccc(S(=O)(=O)N(C)Cc2ccc(C(=O)N/N=C/c3ccc(OC(F)F)cc3OC(F)F)cc2)cc1	?	-5%[46.1 µM]	-3%	-25	0%	1%	0%	-75*	-4	-40
Cc1nc2nc(C)c(CCC(=O)NC(C)c3ccc4c(c3)OCCO4)c(C)n2n1 (configuration not stated)	20%	0%	-2%	-1	-2%	11%	1%	-6	0	3
COc1cccc(-c2cc3nc(-c4ccccc4)cc(=O)n3[nH]2)c1	?	3%	12%	5	15%	-6%	1%	6	6	-4
COc1ccc(CC(=O)NCC2CCCN(Cc3cc(OC)cc(OC)c3)C2)cc1 (configuration not stated)	2%	-6%	?	-3	-1%	4%	0%	-4	1	28
COC(=O)c1oc2ccccc2c1NC(=O)/C=C/C(=O)O	16%	-5%	?	-10	-4%	-1%	-1%	-74*	-2	11
CC(=O)c1ccc(N2CCN(C(=O)c3ccc(NC4=NC5CS(=O)(=O)CC5S4)cc3)CC2)cc1 (configuration not stated)	18%	-1%	2%	0	0%	-10%	1%	-9	2	1
CCCCCNCc1ccc(Cl)cc1	0%	0%	-26%	4	5%	-2%	0%	-3	-1	5
Cc1cc(C)cc(N(CC(=O)O)S(=O)(=O)c2c(C)[nH]c(=O)[nH]c2=O)c1	8%	-6%	-7%	12	12%	2%	1%	20	1	3
N#CC1(c2ccccc2)CCCN1C(=O)c1ccc(Br)o1 (configuration not stated)	-7%	·	-2%	-12	11%	9%	4%	0	0	6
Cc1ccc(S(=O)(=O)NCc2ccc(C(=O)N3CCN(c4ccccn4)CC3)cc2)cc1	?	8%	-10%	5	2%	-11%	0%	-31	1	-10
O=C(Cn1c(C(=O)O)cc2ccccc21)c1ccccc1	-18%	·	4%	-6	4%	-5%	-1%	2	3	-6
COc1ccccc1CNc1cc(C)ccn1	-1%	-1%	5%	24	-6%	-4%	0%	-6	-1	12
CCN(CC)c1ncnc2c1ncn2Cc1c(Cl)cccc1Cl	?	-2%[46.1 µM]	-5%	1	23%	6%	-1%	10	?	-10
O=C(CSCc1ccccc1)Nc1ccc2c(c1)C(=O)NC2=O	3%	-1%	-13%	18	4%	5%	-1%	9	24	-3

From PubChem

This is a subset; rates above refer to the full screens.
